Assay outcomes deposited in PubChem by National Center for Advancing Translational Sciences (NCATS).
Tau fibril ThT: inhibitors of human tau fibril formation, thioflavin T binding | P10636 | Potency, µM (doses to about 57.4 µM), without a hit: at the highest dose activity, negative = inhibition, most hits filed as inhibitors | AID 1460 | hit rate 2.1% among 270,000 | recombinant tau K18 P301L, heparin-induced fibrillization, ThT fluorescence; note: % is set by controls: 0 for no effect and ±100 for the full control effect; nearly all actives have a fitted effect of over 55% in size
Target sequence (P10636 561-689 P618L limits assumed): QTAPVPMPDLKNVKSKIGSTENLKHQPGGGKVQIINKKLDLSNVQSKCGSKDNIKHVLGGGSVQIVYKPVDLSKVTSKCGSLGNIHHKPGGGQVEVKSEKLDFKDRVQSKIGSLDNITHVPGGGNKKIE
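Using a mix of unlabeled (15 uM) and Alexa 594-labeled (0.24 uM) tau K18 P301L, heparin-triggered fibrillization over 6 hr at 37 C was scored by ThT fluorescence.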
HttQ103 aggreg: mutant huntingtin aggregation inhibition; PC12 HttQ103-GFP aggregates, Acumen cytometry, 40 h; Potency, µM (highest dose often 46.1 µM), for the others: at the top dose activity change, negative = inhibition, most hits filed as inhibitors; hit rate 1.1% among 220,000; AID 1688; note: % is set by controls: 0 for no effect and ±100 for the full control effect; nearly all actives have a fitted effect of over 60% in size
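Ecdysone-promoter PC12 model expressing HTT exon 1 Q103 fused to GFP, induced by tebufenozide at 100 nM final. Compounds titrated; aggregates sized 1–25 µm scored on a 488 nm laser cytometer.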
ALDH1A1 block: inhibitors of human aldehyde dehydrogenase 1A1 | Purified ALDH1A1, NADH fluorescence, propionaldehyde substrate | Potency, µM (series often up to 75.3 µM), without a hit: at the highest dose activity, negative = inhibition, most hits filed as inhibitors | hit rate 7.3% among 220,000 | AID 1030; active = well fitted inhibition curve with a large enough effect, not every such curve was filed as active; inconclusive = small, poorly fitted or top-dose-only effect, or another doubt; inactive = no such curve, though single readings can be large or run the other way;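 note: plate controls were no enzyme wells and a reference inhibitor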
Target sequence (P00352 whole entry, looked up): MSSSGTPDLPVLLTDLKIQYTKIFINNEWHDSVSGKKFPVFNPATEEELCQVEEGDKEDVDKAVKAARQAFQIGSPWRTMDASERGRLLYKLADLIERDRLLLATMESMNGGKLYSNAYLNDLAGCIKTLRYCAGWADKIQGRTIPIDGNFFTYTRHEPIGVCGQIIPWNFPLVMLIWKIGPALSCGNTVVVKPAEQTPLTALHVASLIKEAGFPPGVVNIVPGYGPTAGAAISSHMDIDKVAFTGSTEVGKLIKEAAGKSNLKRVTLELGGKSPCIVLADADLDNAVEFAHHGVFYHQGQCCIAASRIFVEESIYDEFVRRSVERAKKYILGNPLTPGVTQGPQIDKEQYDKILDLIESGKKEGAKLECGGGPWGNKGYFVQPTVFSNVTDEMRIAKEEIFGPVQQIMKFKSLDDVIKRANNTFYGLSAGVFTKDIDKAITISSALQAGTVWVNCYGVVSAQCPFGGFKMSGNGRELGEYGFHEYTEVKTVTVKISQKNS
HTT cytoprotect: protects HTT-Q103 PC12 cells, measured by ATP. PC12 HTT-Q103 induced, cytoprotection, ATP luminescence, 40 h. Potency, µM (series often up to 56.4 µM), for the others: cytoprotection (ATP increase), usual class: activators. hit rate 0.14% among 230,000;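 note: % of control where 0% means no effect; nearly all actives have a fitted effect of over 45% in size; toxic huntingtin expression switched on by the ecdysone agonist tebufenozide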
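Cells were plated at 1500 per well in phenol red-free DMEM with 5% equine and 5% calf serum. Tebufenozide (100 nM final) and compounds were added, then ATPlite reagent, and luminescence was read.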
KDM4E inh: JMJD2E (human) inhibition | B2RXH2 | JMJD2E catalytic domain, FDH-coupled NADH fluorescence (FDH is formaldehyde dehydrogenase) | Potency, µM (doses to about 57.1 µM), inactives show at the highest dose activity change, negative = inhibition, actives largely listed as inhibitors | hit rate 1.6% among 230,000; active = well fitted inhibition curve with a large enough effect, not every such curve was filed as active; inconclusive = small, poorly fitted or top-dose-only effect, or another doubt; inactive = no such curve, though single readings can be large or run the other way;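 note: 0% = wells with enzyme and -100% = buffer wells without enzyme; nearly all actives have a fitted effect of over 50% in size; many of its hits are not listed in these tables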
Target sequence (B2RXH2 1-337 limits assumed): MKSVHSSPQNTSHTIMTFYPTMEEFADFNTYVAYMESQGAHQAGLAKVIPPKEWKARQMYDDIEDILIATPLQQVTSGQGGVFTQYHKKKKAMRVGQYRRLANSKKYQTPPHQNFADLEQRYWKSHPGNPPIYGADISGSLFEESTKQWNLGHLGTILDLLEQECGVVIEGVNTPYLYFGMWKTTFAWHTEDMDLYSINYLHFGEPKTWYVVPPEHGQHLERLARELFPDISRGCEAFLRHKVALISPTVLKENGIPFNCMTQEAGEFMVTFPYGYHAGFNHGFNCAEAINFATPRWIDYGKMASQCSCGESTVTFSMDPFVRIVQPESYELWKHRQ
Tau fluor cs: counter-screen for tau fibril formation inhibitors | Potency, µM (top dose mostly 57.7 µM), for the others: top-dose activity change, negative = decrease | AID 1463 | tau K18 P301L (four-repeat tau fragment) Alexa594 fluorescence, heparin fibrillization | hit rate 0.93% among 280,000; note: % is set by controls: 0 for no effect and ±100 for the full control effect; nearly all actives have a fitted effect of over 55% in size
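Human K18 P301L tau (15 uM unlabeled plus 0.24 uM Alexa 594-labeled, final) in 100 mM sodium acetate pH 7 was mixed with compound and 20 uM heparin and incubated 6 hr at 37 C.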
Tau fibril FP: blocks human tau fibril formation measured by polarization. K18 P301L tau heparin fibrillization, Alexa594 FP, 6 h. Potency, µM (titrated, usually from 57.7 µM), for the others: at the top dose activity, negative = inhibition, most hits filed as inhibitors. hit rate 0.39% among 280,000. AID 1468; note: % is set by controls: 0 for no effect and ±100 for the full control effect; nearly all actives have a fitted effect of over 55% in size
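Human tau K18 […] P301L fragment, 15 uM unlabeled plus 0.24 uM Alexa 594-labeled tau (final), with compound and 20 uM heparin in 100 mM sodium acetate pH 7; 6 hr at 37 C, then Alexa 594 FP read.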
SMN2 splice up: enhancers of SMN2 splice variant expression. HEK293 SMN2-luciferase splicing reporter, luminescence, 30-36 h. Potency, µM (titrated, usually from 46.1 µM), without a hit: top-dose activity change, positive = activation, most hits filed as activators. hit rate 2.8% among 210,000; note: % of control where 0% means no effect; nearly all actives have a fitted effect of over 55% in size
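HEK293 cells carry an SMN2 minigene-luciferase reporter in which exon 7 inclusion puts luciferase in frame. Cells were seeded at 2000 cells/well, attached for 10-12 hours, then exposed to compounds for 30-36 hours at 37C before ONE-Glo luminescence.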
The depositor's hits bear a star; ? = inconclusive; nt = not tested or not shown; [ ] = dose if it differs, or a comment. Unless noted, calls come from the whole dose curve; as a rule, active = well fitted curve in the direction sought with a large enough effect; inconclusive = small, poorly fitted or top-dose-only effect, or another doubt; inactive = no such curve, though single readings can be large; an effect the other way counts as inactive or inconclusive. Potency is the fitted concentration of half-maximal effect. These rows are one share of the data (hit frequency here may not be typical).

SMILES	Tau fibril ThT	HttQ103 aggreg	ALDH1A1 block	HTT cytoprotect	KDM4E inh	Tau fluor cs	Tau fibril FP	SMN2 splice up
CCOP(=O)(OCC)/C(C#N)=C/c1ccoc1	?	-19%[9.22 µM]	14%	-17%[10 µM]	-27%	-12%	1%	nt
Cc1ccc(P(=S)(c2ccc(C)o2)N2CCOCC2)o1	-5%	-15%	?	28%[10 µM]	5%	-7%	-4%	-3%
COc1ccc(C2NCCc3[nH]cnc32)cc1 (configuration not stated)	-10%	8%[9.22 µM]	17%	7%[10 µM]	1%	-11%	-5%	nt
CCOC(=O)c1c(C)n(CCOC)c2ccc(O)cc12	-6%	3%	5%	-2%[10 µM]	5%	-3%	4%	-6%
NCCc1c[nH]c2ccc(F)cc12	-6%	6%	8%	1%	-11%	-2%	-7%	6%
CCCC(=O)Nc1cc(C(=O)N2CCC3(CC2)OCCO3)ccc1S(=O)(=O)c1ccc(C)cc1	-1%	18%	0%	?	-7%	-5%	-4%	-2%
O=C(Cc1ccccc1)OCCN1CCCCC1	2%	11%	-2%	5%[10 µM]	7%	-4%	4%	-4%
Nc1ccc2nc3c(c(Cl)c2c1)CCCC3	?	-12%[9.22 µM]	nt	20%[10 µM]	11%	-27%	9%	nt
COc1ccccc1Cn1c(SCC(=O)C(C)(C)C)nc2cc(C(=O)N3CCC4(CC3)OCCO4)ccc2c1=O	-14%	6%	?	11%	?	-21%	1%	0%
Cc1cc(N2C(=O)CC(N3CCC(n4c(=O)[nH]c5ccccc54)CC3)C2=O)no1 (configuration not stated)	?	?	?	-3%	-5%	-12%	-3%	17%
COC(=O)c1cc(NC(=O)Cn2nc(-c3ccccc3)c3c(c2=O)CCCC3)cc(C(=O)OC)c1	1%	nt	nt	nt	nt	-26%	?	-3%
CCCCNC(=O)NC(C(N)=O)P(=O)(OCC)OCC (configuration not stated)	-1%	-11%[9.22 µM]	nt	11%[10 µM]	2%	3%	9%	nt
CCCCP(=O)(O)CCC(=O)O	-8%	5%	14%	10%	-2%	-3%	-4%	9%
CC(=O)OC1(c2ccccc2)CCN(C)CC1(C)C (configuration not stated)	-3%	9%[9.22 µM]	4%	9%[10 µM]	2%	-6%	5%	nt
CCOc1ccc(CN(CCc2ccc3c(c2)OCO3)Cc2cccc(OC)c2)cc1	-8%	nt	nt	nt	nt	-10%	-7%	-18%
CCOC(=O)C1CCN(C(C)C(=O)c2c(C)[nH]c3cc(C)ccc23)CC1 (configuration not stated)	5%	-30%	6%	-7%[0.074 µM]	-7%	-6%	-21%	-1%
CCN(CC)c1nc(N)nc(NS(=O)(=O)c2ccc(Cl)cc2)n1	-5%	-5%	?	-10%	2%	-8%	-3%	2%
Nc1c(C(=O)NCCc2ccccc2)c2nc3ccccc3nc2n1CCN1CCOCC1	?	?	?	-22%[10 µM]	?	?	6%	-9%
O=C(c1cc2c(s1)CCCCCC2)N1CCC2(CC1)OCCO2	2%	-30%	?	-9%	5%	6%	4%	12%
Cc1ccc2nc(C)n(-c3ccc(F)cc3)c(=O)c2c1	2%	-9%	-1%	-35%[inhibitor]	0%	2%	0%	18%
Cc1nn(Cc2ccccc2)c(C)c1C(=O)NCc1ccccc1F	-5%	14%	-7%	-16%	11%	-8%	-3%	-22%
CCn1c(O)c(C(c2ccccn2)c2c(O)n(CC)c(=S)[nH]c2=O)c(=O)[nH]c1=S	?	-9%	25µM*	-33%	?	-18%	?	-23%
COc1cc(Cc2ccc(N)c(OC)c2)ccc1N	-14%	5%	?	nt	-10%	-15%	0%	-7%
CCN1CC2([N+](=O)[O-])CC=C(Cl)C([N+](=O)[O-])(C1)C2 (configuration not stated)	1%	1%	?	14%	3%	0%	7%	-9%
O=P(O)(Oc1ccccc1)OC(c1ccccc1)C(F)(F)C(F)(F)F (configuration not stated)	1%	-10%	5%	13%[10 µM]	-1%	1%	3%	-3%
Cn1cc(C(=O)N2CCOCC2)c2ccccc21	6%	-4%	8%	-3%[10 µM]	8%	9%	3%	-9%
O=C(C1CCCN(S(=O)(=O)c2cccc3nsnc23)C1)N1CCC2(CC1)OCCO2 (configuration not stated)	11%	4%	?	-1%	4%	21%	10%	-47%[inhibitor]
CCn1nc(-c2cccs2)nc2c(=O)n(C)c(=O)nc1-2	18µM*	18µM*	?	-92%[inhibitor][10 µM]	?	-22%	?	-69%[inhibitor]
CC(=NCc1ccc2c(c1)OCO2)c1c(O)n(Cc2ccccc2)c(=O)[nH]c1=O	-10%	-14%[9.22 µM]	nt	9%[10 µM]	1%	-2%	10%	nt
CCC(=O)N1N=C2C3CCN(CC3)C2C1c1ccccc1 (configuration not stated)	0%	-12%	8%	6%	6%	4%	3%	-10%
C/C=C1/C[N@@+]2(C)CC[C@]34C(=C(C=O)[C@H]1C[C@H]32)Nc1ccccc14	-2%	nt	?	-7%	nt	3%	-2%	3%
CCN1C(=O)C(=C2C=C(C)OC(C)=C2)C(=O)N(CC)C1=S	-7%	9%	6%	13%[10 µM]	1%	-3%	1%	9%
CC1CN(c2ccc([N+](=O)[O-])c(N3CCCCC3)c2)CCN1 (configuration not stated)	?	-20%[9.22 µM]	nt	-14%[10 µM]	-10%	-12%	6%	nt
CN1CCN(/N=C/c2c(O)n(C)c(=O)n(C)c2=O)CC1	5%	7%[9.22 µM]	-3%	3%[10 µM]	-1%	4%	0%	nt
Cc1cccc(NC(=O)OC2CN3CCC2CC3)c1 (configuration not stated)	3%	4%[9.22 µM]	32%[activator]	17%[10 µM]	10%	1%	4%	nt
CCN(CC)CCN=Cc1c(O)n(CCC2=CCCCC2)c(=O)[nH]c1=O	-3%	-10%	?	13%	3%	1%	-2%	0%
COc1cc2c(cc1OC)-c1c3c(cc4c1[C@@H](C2)N(C)CC4)OCO3	?	16%	-10%	nt	?	-27%	-4%	17%
CCC1(c2ccccc2)CCC(=O)NC1=O (configuration not stated)	1%	2%	11%	24%	nt	8%	2%	nt
COc1ccc2c(c1)c(CCN)c(C)n2Cc1ccccc1	-1%	1%[9.22 µM]	nt	4%[10 µM]	-15%	-14%	5%	nt
CCOP(=O)(OCC)Oc1cc(C)c(N(C)C)c(C)c1	-2%	4%[9.22 µM]	-2%	1%[10 µM]	-18%	3%	5%	nt
CC(=O)OC1C[C@H](O[C@@H]2C(O)C[C@H](O[C@@H]3C(O)C[C@@H](OC4CC[C@]5(C)C(CCC6C5CC(O)[C@@]5(C)C(C7=CC(=O)OC7)CC[C@@]65O)C4)OC3C)OC2C)O[C@H](C)[C@H]1O[C@H]1OC(CO)C(O)C(O)C1O (some centres not stated)	-5%	10%	-1%	-3%	-1%	-2%	0%	-71%[inhibitor]
Clc1ccc2c(c1)C(c1ccccc1Cl)=NCc1nncn1-2	-3%	5%	3%	-6%[10 µM]	2%	1%	4%	9%
O=C(c1ccc(Br)cc1)C12CN3CN(CN(C3)C1)C2	-5%	6%	10%	-2%	11%	-7%	?	-23%
O=C(NCc1ccc(C(=O)N2CCC3(CC2)OCCO3)cc1)c1cccc(Br)c1	-11%	2%	5%	-5%	4%	-10%	-2%	?
O=C(c1csc2c1CCCCC2)N1CCC2(CC1)OCCO2	6%	22%	8.9µM*	-4%	-1%	6%	10%	-3%
COc1cc(C(=O)N/N=C/c2ccc(OC(=O)N3CCOCC3)cc2)cc(OC)c1OC	-18%	-4%	-12%	?	28µM*	3%	2%	21%
O=C(CCN1CCOCC1)NCC(=O)Nc1ccc(Br)cc1C(=O)c1ccccc1	-3%	-13%	5%	-6%	1%	-5%	-7%	8%
CCCCN1C(=O)/C(=C/c2ccc(N3CCCCCC3)cc2)C(=O)NC1=S	?	0%	0.2µM*	-2%[10 µM]	6%	-2%	8%	-8%
CN1CCC(c2c[nH]c3ccccc23)C1 (configuration not stated)	-17%	3%[9.22 µM]	nt	10%[10 µM]	22µM*	-10%	0%	nt
CCOC(=O)C1C(=O)NC2(C)CC1c1cc(OC)ccc1O2 (configuration not stated)	-13%	15%	11%	2%	11%	-9%	-5%	-11%
COc1cccc(C2(O)CCN(Cc3ccncc3)CC2)c1	-1%	-8%[9.22 µM]	?	4%[10 µM]	-3%	-1%	7%	-15%

A draw from above in order of formula weight, low to high.
SMILES	Tau fibril ThT	HttQ103 aggreg	ALDH1A1 block	HTT cytoprotect	KDM4E inh	Tau fluor cs	Tau fibril FP	SMN2 splice up
CN1CCC(c2c[nH]c3ccccc23)C1 (configuration not stated)	-17%	3%[9.22 µM]	nt	10%[10 µM]	22µM*	-10%	0%	nt
COc1ccc2c(c1)c(CCN)c(C)n2Cc1ccccc1	-1%	1%[9.22 µM]	nt	4%[10 µM]	-15%	-14%	5%	nt
COc1cccc(C2(O)CCN(Cc3ccncc3)CC2)c1	-1%	-8%[9.22 µM]	?	4%[10 µM]	-3%	-1%	7%	-15%
CCOP(=O)(OCC)Oc1cc(C)c(N(C)C)c(C)c1	-2%	4%[9.22 µM]	-2%	1%[10 µM]	-18%	3%	5%	nt
CCOC(=O)C1C(=O)NC2(C)CC1c1cc(OC)ccc1O2 (configuration not stated)	-13%	15%	11%	2%	11%	-9%	-5%	-11%
O=C(c1ccc(Br)cc1)C12CN3CN(CN(C3)C1)C2	-5%	6%	10%	-2%	11%	-7%	?	-23%
Clc1ccc2c(c1)C(c1ccccc1Cl)=NCc1nncn1-2	-3%	5%	3%	-6%[10 µM]	2%	1%	4%	9%
CCCCN1C(=O)/C(=C/c2ccc(N3CCCCCC3)cc2)C(=O)NC1=S	?	0%	0.2µM*	-2%[10 µM]	6%	-2%	8%	-8%
COc1cc(C(=O)N/N=C/c2ccc(OC(=O)N3CCOCC3)cc2)cc(OC)c1OC	-18%	-4%	-12%	?	28µM*	3%	2%	21%
CC(=O)OC1C[C@H](O[C@@H]2C(O)C[C@H](O[C@@H]3C(O)C[C@@H](OC4CC[C@]5(C)C(CCC6C5CC(O)[C@@]5(C)C(C7=CC(=O)OC7)CC[C@@]65O)C4)OC3C)OC2C)O[C@H](C)[C@H]1O[C@H]1OC(CO)C(O)C(O)C1O (some centres not stated)	-5%	10%	-1%	-3%	-1%	-2%	0%	-71%[inhibitor]
